Assay outcomes: PubChem, several laboratories
MT stabilizer – microtubule stabilization, imaging screen; AID 2205; 0.83% of 200,000 active; HeLa tubulin immunostaining HCS, 24 h; share of cells brighter than vehicle mean+2SD; % tubulin-high responders, % at 10 µM;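 active = plate Z-score above 3 for both tubulin-high and condensed-nucleus cell shares, with cell loss under 80%, at 10 µM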;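 note: anti alpha tubulin signal scored within the nucleus-defined area of each cell; some results filed as inactive read as strong as hits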
Dynein transport – dynein cargo transport inhibition. 3617.4 mouse cells, GR-EGFP nuclear translocation imaging; test concentration mostly 20 µM; stimulated with dexamethasone, 1 µM; stronger effect = lower value. z-score, hits read low. 0.47% of 220,000 active. AID 1381;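 active = plate z-score of nuclear minus cytoplasmic receptor signal below a set negative limit, without overly bright fluorescence or cell loss, cut at about -3.5 in these data, passing the limit was not always enough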;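 note: z-score of nuclear minus cytoplasmic ring GR-EGFP intensity difference per well; some compounds called inactive have numbers as strong as hits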
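Also added: dexamethasone, 1.0 µM final. Medium: tet-free, stripped-serum medium. Detection: fixed, Hoechst-stained cells imaged at 10x for EGFP. Read-out: nuclear-to-cytoplasmic GR-EGFP distribution per well. Times: induction 48 h, compound 1 h, agonist 30 min.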
Insulin prom up – MIN6 insulin promoter up-regulation. MIN6 insulin promoter-GFP reporter, high-content imaging; stronger effect = higher value. z-score at 5 µM. 0.3% of 190,000 active;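 active = z-score above 3 at 5 µM with at least 500 cells counted in the well; inconclusive = wells under 500 cells, flagged as cytotoxic or low count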
AID2073 – inhibitors of Mint1-CaV2.2 protein interaction, biochemical, HTRF (AID 2073) | HTRF protein-protein interaction, Mint1-CaV2.2; higher % means a stronger effect | one-dose inhibition, % at 20 µM; IC50 in µM for titrated hits | 0.19% of 290,000 active; in the data active = inhibition mostly above about 51%, no sharp cut-off; inconclusive = no clear call, values can overlap the other calls; inactive = mostly below about 53%; note: some results filed as inactive read as strong as hits
Yfh1-off respiration – mitochondrial function rescue without frataxin homolog – Friedreich's ataxia, plus single-dose screen, dose response (AID 1465); S. cerevisiae Yfh1-off respiration, WST-1 reduction, 72 h; higher fold induction means a stronger effect; one-dose fold induction at 50 µM; EC50 in µM for titrated hits; 0.074% of 220,000 active;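 active = fold induction of absorbance versus untreated yeast above a set limit, then at least 30% activation at any dose in follow-up; inconclusive = repeats straddling the limit, or above it without dose testing; inactive = fold induction below the set limit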;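 note: activators that raise dye reduction in frataxin-depleted yeast; strong numbers were not always called active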
Autophagy mod – autophagy modulation, high-content screen; calls only at 10 µM (by protocol); 0.98% of 190,000 active; MEF GFP-LC3 puncta imaging; test concentration mostly 10 µM;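 active = percentage of spot-positive cells more than 3 SD above its plate mean, without a fluorescence outlier flag or 80% toxicity; inconclusive = no clear call, values can overlap the other calls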;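 note: spot-positive cell cutoff set from DMSO-treated cells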
b-catenin transl – beta-catenin nuclear translocation modulation; HeLa beta-catenin nuclear translocation, immunofluorescence imaging; nuclear translocation activity, % at 5 µM; 0.3% of 190,000 active; AID 1665;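 active = nuclear translocation activity above 50% at 5 µM, with a well cell count of 50 or more; inconclusive = wells under 50 cells across six images, flagged as toxic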;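 note: per-cell ratio of nuclear to cytoplasmic median beta-catenin stain intensity; plate controls were DMSO negative control for no effect and GSK-3 inhibitor IX positive control for full effect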
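Read-out: Nuclear/cytoplasmic beta-catenin signal ratio, % activation | Assay system: Human HeLa cell line | Times: 24 h compound exposure at 37°C, 5% CO2 | Signal: Fluorescence imaging of beta-catenin antibody stain plus DAPI | Dosing: 5 µM primary, 0.02–20 µM confirmation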
WT yeast gro inh – growth inhibition of WT yeast, mitochondrial fusion screen | mitochondrial fusion phenotypic screen, WT strain | inhibition, % at 10 µM | 2.1% of 190,000 active | AID 1362; in the data active = inhibition above about 58%; tested in S. cerevisiae
HIV peptide binding – inhibitors of HIV fusion peptide binding, primary screen, biochemical, uHTS, fluorescence dequenching (AID 1986); cell-free peptide binding, fluorescence dequenching, 30 min; higher % means a stronger effect; 0.3% of 290,000 active; one-dose inhibition, % at 20 µM; IC50 in µM for titrated hits; in the data active = inhibition mostly above about 52%, no sharp cut-off; inactive = mostly below about 76%; note: some results filed as inactive read as strong as hits
WT yeast gro inh mutant strain – also measured in WT yeast gro inh; calls as there; inhibition, %; mitochondrial fusion phenotypic screen, mutant strain inhibition
Dynein transport cytoplasmic EGFP – recorded beside Dynein transport, whose call it bears; z-score; measured here: cytoplasmic GR-EGFP intensity; stronger effect = higher value
Dynein transport nuclear GR-EGFP – recorded beside Dynein transport, whose call it bears; z-score; measured here: nuclear GR-EGFP intensity;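 lower value marks the stronger effect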
Dynein transport cell count – recorded beside Dynein transport, whose call it bears; z-score; measured here: cell count per field
Insulin prom up cell count – recorded beside Insulin prom up, whose call it bears; cell count; measured here: cytotoxicity, nuclei count;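 total cells summed across four imaged fields per well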
b-catenin transl cell count 5 µM – further read-out of b-catenin transl, marked with its call; cell count; measured here: cell count, cytotoxicity flag
MT stabilizer Hoechst-high % – also measured in MT stabilizer; calls as there; % Hoechst-high responders; measured here: nuclear condensation Hoechst responders;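 share of cells brighter than vehicle mean plus two SD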
MT stabilizer cytotoxicity % – second read-out of MT stabilizer, no call of its own (marks repeat the call); toxicity, %; measured here: cytotoxicity by cell density;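 0% = mean cell density of plate MIN control wells and 100% = no cells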
Autophagy mod cell loss 18 h – further read-out of Autophagy mod, marked with its call; toxicity, %; measured here: cell loss, nuclei count;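 cell loss after 18 h compound exposure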
* = called active by the depositor; i = inactive; ? = inconclusive; . = no result given.

SMILES | MT stabilizer | MT stabilizer Hoechst-high % | MT stabilizer cytotoxicity % | Dynein transport | Dynein transport cytoplasmic EGFP | Dynein transport nuclear GR-EGFP | Dynein transport cell count | Insulin prom up | Insulin prom up cell count | AID2073 | Yfh1-off respiration | Autophagy mod | Autophagy mod cell loss 18 h | b-catenin transl | b-catenin transl cell count 5 µM | WT yeast gro inh | WT yeast gro inh mutant strain | HIV peptide binding
Cc1ccc(-c2nnc(SCC(=O)Nc3nccs3)n2N)cc1 | 2.7 | 2.7 | 1.9 | -0.12 | 2.5 | 0.77 | -0.76 | . | . | 13% | i | i | 2 | 5.9 | 425 | -13 | 10 | -0.8%
CCCc1cc(C(=O)Nc2cnn(Cc3ccc(F)cc3)c2)no1 | . | . | . | -0.18 | -0.23 | 0.28 | 0.67 | 0.43 | 1034 | 2% | i | . | . | 0.9 | 1392 | . | . | -0.9%
CCOC(=O)c1cc(NC(=O)N(CC)CC)c(C)nc1C | 1.9 | 0.8 | 0.9 | 0.61 | 0.08 | 0.76 | -0.76 | 1.1 | 822 | -2% | i | i | -7 | . | . | -12 | 2 | -1.0%
FC(F)(F)c1ccc(N2CCN(Cc3ccc4c(c3)OCO4)CC2)nc1 | 2.1 | 2.5 | 3.5 | -1.7 | 0.71 | -1.1 | -0.97 | 0.41 | 1428 | -2% | i | i | 19 | 1.8 | 541 | 18 | 37 | -2.2%
CCOC(=O)CSc1nnc(-c2ccccc2)o1 | 3.5 | 2.6 | 7.4 | -0.13 | -0.017 | 0.35 | -0.26 | . | . | 12% | i | i | -18 | -3.1 | 1226 | 7 | 10 | 1.4%
COc1ccc(OC)c(C2=Nn3c(nnc3-c3ccco3)SC2)c1 | 4.3 | 2.6 | 5.2 | -0.68 | -0.18 | -0.056 | -0.16 | 0.67 | 927 | -6% | i | i | -5 | -0.2 | 1184 | -10 | -9 | -0.3%
COc1ccccc1N1CCN(S(=O)(=O)c2ccccc2)CC1 | 3.6 | 1.8 | 5.6 | 0.96 | -0.27 | 0.37 | -0.037 | 1.3 | 1175 | 4% | i | i | 4 | 0.0 | 1076 | -16 | -5 | -0.5%
Cc1oc(-c2cccc3ccccc23)nc1CN1CCN(c2ncnc3ccccc23)CC1 | 1.1 | 1.1 | 7.2 | -0.39 | -0.28 | 0.24 | 0.61 | -0.47 | 1204 | -4% | i | i | 6 | 1.3 | 1373 | 63* | 34* | -0.2%
Cc1c(C#N)c(=O)c(-[n+]2ccccc2)c([S-])n1-c1ccc(Cl)cc1 | . | . | . | 1.7 | -0.6 | 0.56 | -1.7 | 0.08 | 713 | -17% | i | . | . | -0.8 | 1417 | . | . | 2.8%
CCOC(=O)N1CCN(C(=O)CSc2ccc(Cl)cc2)CC1 | 1.8 | 1.6 | 7.0 | 0.27 | -0.17 | 0.098 | -0.75 | 0.27 | 1205 | -8% | i | i | 2 | -6.8 | 848 | -27 | -9 | 0.0%
COc1ccc(OC)c(NC(=O)Cc2nn(C)c(=O)c3ccccc23)c1 | 2.7 | 2.2 | 4.2 | -0.45 | -0.24 | -0.6 | -0.17 | . | . | 12% | i | i | 9 | -2.5 | 1277 | -4 | -8 | 2.9%
O=C(Nc1ccccc1-c1ccccc1)C(c1ccccc1)c1ccccc1 | 1.6 | 2.8 | 1.4 | -0.37 | -0.2 | -0.28 | 0.35 | 0.41 | 1419 | 7% | i | i | 6 | -4.0 | 1136 | 15 | 3 | 3.4%
O=C(CCc1nnc(CCC2CCCCC2)o1)NCc1ccon1 | 4.6 | 1.4 | 4.5 | -0.45 | -0.27 | -0.16 | -0.012 | 0.46 | 1273 | 50% | i | i | 7 | -0.2 | 1102 | -16 | -7 | 1.2%
CCO[C@H]1OC(C(=O)NC2CC2)=C[C@@H](c2ccc3c(c2)OCO3)[C@@H]1CCCO | 1.3 | 1.0 | 2.7 | 2.3 | -0.14 | 1.9 | -2 | . | . | -4% | i | i | 33 | -1.4 | 1058 | -4 | 0 | -1.3%
O=C(NCc1ccccn1)c1ccc(Cl)cc1Cl | 2.2 | 1.2 | 1.6 | -0.72 | -0.21 | -0.41 | 1.7 | -0.08 | 1346 | -6% | i | i | -6 | -0.6 | 1040 | -4 | -11 | 0.0%
CCOC(=O)c1ccc(NC(=O)CSc2nnc(CNc3ccc(C)cc3)n2C)cc1 | 2.8 | 1.9 | 5.4 | 0.59 | -0.23 | 0.18 | 0.5 | 0.42 | 1042 | -6% | i | i | 1 | -0.5 | 1162 | -2 | -2 | 1.7%
CC(C)c1nc2c(c(=O)n(C)c(=O)n2C)n1C | . | . | . | -0.3 | -0.57 | 0.041 | 0.4 | 0.99 | 950 | 9% | i | . | . | 0.5 | 1371 | . | . | -0.7%
COc1ccc(NC(=O)c2c(C(F)(F)F)nn(C)c2SCc2ccccc2)cc1 | 0.6 | 2.3 | 12 | . | . | . | . | . | . | -2% | i | i | -6 | . | . | 20 | 18 | -0.7%
O=C(COC(=O)CCc1nc2ccccc2c(=O)[nH]1)Nc1ccc(N2CCOCC2)cc1 | . | . | . | -1.3 | -0.25 | -0.69 | 1.6 | -0.28 | 1518 | -4% | i | . | . | 0.2 | 1049 | . | . | 0.6%
Cc1nn(-c2ccccc2)c(N2CCCCC2)c1/C=N/O | 4.9 | 2.9 | 7.5 | 1.1 | -0.16 | 1 | -1.7 | -0.22 | 1507 | -1% | i | i | -12 | -1.7 | 1369 | -9 | -10 | 0.2%

Quoted from the listing.
Value for O=C(CCc1nnc(CCC2CCCCC2)o1)NCc1ccon1 in Autophagy mod cell loss 18 h: 7
Value for Cc1nn(-c2ccccc2)c(N2CCCCC2)c1/C=N/O in Dynein transport: 1.1

(continued)
SMILES | MT stabilizer | MT stabilizer Hoechst-high % | MT stabilizer cytotoxicity % | Dynein transport | Dynein transport cytoplasmic EGFP | Dynein transport nuclear GR-EGFP | Dynein transport cell count | Insulin prom up | Insulin prom up cell count | AID2073 | Yfh1-off respiration | Autophagy mod | Autophagy mod cell loss 18 h | b-catenin transl | b-catenin transl cell count 5 µM | WT yeast gro inh | WT yeast gro inh mutant strain | HIV peptide binding
N#Cc1c(-c2ccccc2)nc(SCC(=O)Nc2ccccc2F)[nH]c1=O | 2.2 | 3.2 | 3.5 | -0.68 | -0.31 | -0.3 | 0.49 | 0.38 | 1270 | 6% | i | i | -8 | . | . | -14 | -12 | 14%
O=C1NC(CCc2ccccc2)C(=O)N1CCOc1ccccc1 (stereo not drawn) | 2.3 | 3.3 | 4.2 | 0.67 | -0.12 | 0.61 | -0.12 | -0.25 | 1207 | 6% | i | i | 15 | 0.2 | 983 | -12 | 10 | -0.9%
Cc1ccc(/C=C(\C#N)C(=O)N2CCCC2)c(C)c1 | 3.2 | 1.8 | 4.9 | -0.43 | 0.077 | -0.23 | -0.9 | -0.44 | 1112 | -4% | i | i | 5 | 0.2 | 1053 | -13 | 13 | -0.1%
COc1ccc(Cc2nc(-c3ccc(-n4cccc4)cc3)no2)cc1 | 4.2 | 1.9 | 0.1 | 0.93 | -0.18 | 0.58 | 0.26 | . | . | 9% | i | i | -11 | -1.8 | 1093 | -7 | -4 | 2.3%
CSCCCNC(=O)c1ccc(OC2CCN(C(=O)c3cccnc3)CC2)cc1 | . | . | . | -0.02 | -0.23 | -0.13 | 0.18 | -0.01 | 989 | -10% | i | . | . | 0.7 | 1320 | . | . | -1.5%
CC(C)(C)NS(=O)(=O)c1ccc(CCC(=O)O)cc1 | 1.5 | 1.7 | 1.5 | 1.8 | -0.28 | 1.1 | -0.4 | 0.11 | 1209 | -3% | i | i | 9 | -0.3 | 1092 | -15 | -2 | 1.5%
CNC(=O)C1CCC(=O)N1Cc1ccccc1Cl (stereo not drawn) | 2.6 | 2.0 | 11 | 2.4 | -0.035 | 1.4 | -1.4 | 0.31 | 842 | -7% | i | i | 8 | 0.7 | 1222 | -6 | 3 | -0.7%
CCN(CC)C(=O)CSc1nnc(CCN)o1 | 3.5 | 3.5 | 12 | -0.1 | 0.23 | 0.27 | 0.64 | 0.15 | 1236 | -1% | i | i | 7 | -3.5 | 960 | 3 | -8 | 0.6%
CC(C)C(NC(=O)OCc1ccccc1)C(=O)NC1CCCCC1 (stereo not drawn) | 3.1 | 2.3 | 11 | 1.1 | -0.23 | 0.65 | 0.14 | 0.33 | 1330 | -2% | i | i | 6 | -0.6 | 936 | 8 | 13 | 1.1%
O=C(N/N=C/c1sc(=O)[nH]c1-[n+]1ccccc1)c1ccccc1[O-] | . | . | . | 1.9 | -0.2 | 0.77 | -0.71 | -0.22 | 1382 | -32% | i | . | . | -1.4 | 1105 | . | . | 11%
CN(C)/C=C1/C=C(c2ccccc2)OC1=O | 1.5 | 2.0 | 4.0 | -0.36 | 0.37 | 0.16 | 0.28 | 0.19 | 963 | -13% | i | i | 34 | . | . | 9 | -4 | 1.0%
Cc1cc(=O)[nH]c(SCC(=O)Nc2nc(-c3ccccc3)cs2)n1 | 2.6 | 2.4 | 8.7 | -0.65 | 0.59 | -0.026 | 0.56 | 0.29 | 1485 | 17% | . | i | -8 | -5.7 | 984 | -13 | -4 | 5.7%
O=C(CNCCN1CCOCC1)Nc1ccccc1Sc1ccccc1 | 0.7 | 3.5 | 8.8 | -0.15 | -0.34 | -0.27 | 0.45 | 0.33 | 1367 | 7% | i | i | -5 | -2.2 | 951 | -2 | -14 | 1.9%
O=C(CSc1nnnn1C1CCCCC1)NNC(=O)c1ccco1 | 2.3 | 1.8 | 4.2 | 0.16 | -0.19 | 0.8 | -1 | 0.46 | 1340 | ? | i | i | 0 | -0.5 | 1083 | 3 | -4 | -1.3%
